# PvdQ acylase = P. aeruginosa PvdQ acylase inhibitors, primary screen, biochemical, fluorescence, plate reader and imaging, single point. PvdQ acylase [Pseudomonas aeruginosa LESB58]. purified PvdQ acylase. inhibition, % at 10 µM. 340,000 tested, 0.063% active; in the data active = inhibition above about 30%, passing the limit was not always enough;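 also: 0% = vehicle neutral wells and 100% = reference inhibitor wells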
# C-LANA FP = inhibitors of KSHV C-LANA binding to DNA, primary screen, biochemical, fluorescence polarization, FAM-LBS DNA, MBP-C-LANA, single point | Kaposi's sarcoma herpesvirus LANA C-terminal domain (residues 932-1162) DNA binding | inhibition, % at 9 µM | 340,000 tested, 0.078% active | AID 504423, 2011;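 active = highest replicate inhibition at or above 60% at 9 µM, even if other replicates fall short; inactive = all replicates below 60% inhibition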;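 also: 0% = neutral control wells and 100% = 4 µM acridine orange control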
# Arrestin-AP2 inh = inhibitors of beta-arrestin/AP2 binding, primary screen, biochemical, GPCR trafficking, flow cytometry. beta-arrestin 1 C-terminal peptide binding to AP2 beta2-adaptin appendage (human). FITC-arrestin peptide / GST-AP2 beads; AP2 beta2 appendage carries R879A mutation. inhibition, % at 10 µM. 340,000 tested, 0.31% active. AID 504490, 2011;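 active = inhibition above a set limit, near 3 SD of compounds lacking own fluorescence, cut at about 54% in these data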;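 also: plate controls were DMSO wells for no effect and 5 µM unlabelled arrestin peptide for full effect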
#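 System: GST-AP2 R879A glutathione beads. Medium: PBS with 0.05% Tween 20 and 0.1% BSA. Also added: FITC-arrestin peptide, 50 nM. Incubation: 12 min plus 1 h, RT. Measured by: high-throughput flow cytometry of beads, ex 488, em 535 nm. Evaluation: percent drop in bead-associated FITC signal.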
# Keap1-Nrf2 PPI = Keap1-Nrf2 protein-protein interaction inhibitors, primary screen, biochemical, fluorescence polarization, single point; Kelch-like ECH-associated protein 1 (Homo sapiens), Q14145; Keap1 Kelch-Nrf2 peptide fluorescence polarization, 1536-well; 340,000 tested, 0.15% active; inhibition, % at 9.4 µM; in the data active = inhibition above about 12%;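 also: human Keap1 Kelch domain with fluorescein labeled Nrf2 9mer peptide probe; 0% = neutral control wells and 100% = peptide positive control; higher means more block of Keap1 binding to Nrf2 peptide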
# SR-BI DiI-HDL act = activators of SR-BI mediated DiI-HDL uptake, primary screen, ldlA[mSR-BI] CHO cells, DiI fluorescence; 3 h; 100 = double the neutral-control signal; activation, % at 12.5 µM; 320,000 tested, 0.096% active; AID 504775, 2011;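 active = mean replicate activation of at least 60% and every replicate at or above 60%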;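 also: 0% = median plate neutral-control signal and 100% = twice that signal; values of inactives mirror those of a sister screen read the other way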
#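 Test system: SR-BI-overexpressing, LDLR-lacking CHO cells; Medium: Ham's F12 with 0.5% BSA, HEPES 25 mM, pH 7.4; Schedule: 3 h, 37 °C; Technique: bottom-read fluorescence, 550/595 nm.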
# NSD2 HMT inh = NSD2 histone methyltransferase inhibitors, primary screen, biochemical, AlphaScreen, single concentration, set 2; Histone-lysine N-methyltransferase NSD2 (Homo sapiens), O96028; NSD2 peptide methylation, 120 min; inhibition, % at 12.5 µM; 310,000 tested, 0.54% active; AID 743445, 2014; in the data active = inhibition above about 50%
# Cardiac RTF inh = cardiac RTF calcium sensitivity inhibitors, primary screen, biochemical, IANBD-TnC fluorescence, EC70 calcium | AID 493244, 2011 | 340,000 tested, 0.12% active | Troponin I, cardiac muscle (Homo sapiens) + Troponin T, cardiac muscle (Homo sapiens) + … | inhibition, % at 7.15 µM | IANBD-labeled cardiac RTF, Ca2+ fluorescence;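 active = inhibition above the mean inhibition of all tested compounds plus 3 SD, cut at about 17% in these data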;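 also: assay run at fixed EC70 calcium of 1.6 mM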
# DAGLB inh = DAGLB lipase inhibitors, primary screen, biochemical, fluorescence, HTS; 340,000 tested, 0.059% active; HEK293T DAGLB membrane lysate, EnzChek fluorogenic substrate; inhibition, % at 5.17 µM; in the data active = inhibition above about 34%;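 also: 0% = enzyme with vehicle and 100% = wells lacking enzyme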
# PKA-R2B activ = activators of PKA-R2B holoenzyme, primary screen, biochemical, fluorescence polarization, Cy5-IP20, human | cAMP-dependent protein kinase catalytic subunit beta (Homo sapiens) + cAMP-dependent … | 340,000 tested, 0.079% active | activation, % at 11.4 µM | AID 504700, 2011 | PKA-R2B holoenzyme dissociation; R2B truncated from residue 108, S112A mutant; 0% DMSO only, 100% 113 µM cGMP;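 active = activation above a cutoff set at the mean over all compounds plus 3 SD, cut at about 18% in these data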;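 also: higher means more holoenzyme dissociation and a rise in polarization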
# Target sequence (P31323 whole entry, looked up, other chains not shown, the tested form may be a part): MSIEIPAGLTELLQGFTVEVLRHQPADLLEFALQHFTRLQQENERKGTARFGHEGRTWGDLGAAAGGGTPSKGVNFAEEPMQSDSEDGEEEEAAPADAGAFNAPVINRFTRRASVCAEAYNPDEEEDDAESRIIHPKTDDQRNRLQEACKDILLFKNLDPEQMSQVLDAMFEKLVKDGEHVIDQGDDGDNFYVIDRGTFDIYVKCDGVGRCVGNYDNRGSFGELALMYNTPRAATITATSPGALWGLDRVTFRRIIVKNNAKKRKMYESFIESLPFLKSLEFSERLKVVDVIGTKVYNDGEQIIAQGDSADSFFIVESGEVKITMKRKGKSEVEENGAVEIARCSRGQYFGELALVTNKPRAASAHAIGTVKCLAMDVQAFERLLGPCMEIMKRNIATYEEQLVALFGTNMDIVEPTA
# SR-BI DiI inh = inhibitors of SR-BI mediated HDL lipid uptake, primary screen, ldlA[mSR-BI] cells, fluorescence, single point; Scavenger receptor class B member 1 (Mus musculus), Q61009; 320,000 tested, 0.96% active; inhibition, % at 12.5 µM; AID 488896, 2010; ldlA[mSR-BI] CHO cells, DiI-HDL uptake fluorescence, 3 h;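 active = mean replicate inhibition of at least 70% and a set share of replicates each scoring 70 or more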;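 also: 0% = median of neutral control wells and 100% = median of positive control wells; values of inactives mirror those of a sister screen read the other way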
# Target sequence (Q61009 whole entry, looked up): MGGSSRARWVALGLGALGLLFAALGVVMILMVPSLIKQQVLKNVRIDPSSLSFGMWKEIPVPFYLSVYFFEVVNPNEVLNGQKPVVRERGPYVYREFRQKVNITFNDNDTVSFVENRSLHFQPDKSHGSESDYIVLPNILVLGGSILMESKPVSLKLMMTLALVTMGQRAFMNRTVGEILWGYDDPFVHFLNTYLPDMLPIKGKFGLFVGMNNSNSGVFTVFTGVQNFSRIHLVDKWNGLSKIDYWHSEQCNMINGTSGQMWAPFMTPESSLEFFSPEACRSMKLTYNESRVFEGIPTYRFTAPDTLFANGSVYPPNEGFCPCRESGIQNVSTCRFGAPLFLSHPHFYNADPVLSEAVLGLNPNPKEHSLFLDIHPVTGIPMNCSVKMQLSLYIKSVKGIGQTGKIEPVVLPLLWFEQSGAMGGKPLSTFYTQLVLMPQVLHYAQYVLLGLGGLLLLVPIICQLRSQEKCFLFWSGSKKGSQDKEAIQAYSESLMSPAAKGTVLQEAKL
# * = called active by the depositor; . = no result given.
Compound	NSD2 HMT inh	SR-BI DiI inh	Cardiac RTF inh	PKA-R2B activ	DAGLB inh	Arrestin-AP2 inh	PvdQ acylase	C-LANA FP	SR-BI DiI-HDL act	Keap1-Nrf2 PPI
COc1cccc(C(=O)NNC(=O)C(=O)Nc2ccc(C)cc2)c1	-2.9	6.2	-15.4	6.4	1.7	-4.1	-14.5	0.9	-6.2	3.2
CCn1c(O)c(N=NC(=O)CNC(=O)/C=C/c2ccco2)c2ccccc21	2.3	-25.6	-0.2	2.0	3.6	17.6	0.3	-0.2	25.6	-2.1
O=C(NC1CCCCC1)N(CCN1CCCC1)Cc1cc2cc3c(cc2[nH]c1=O)OCCO3	.	-5.9	1.0	-1.6	-0.2	-4.3	-9.8	-0.4	5.9	-4.2
CCOc1ccccc1NC(=O)CN1CCN(Cc2ccccc2)CC1	1.8	-11.9	0.4	-0.1	-2.5	6.9	-6.2	-1.6	11.9	-0.9
COC(=O)c1sccc1NC(=O)CSc1ccccc1NS(=O)(=O)c1ccc(Br)cc1	-1.2	15.4	1.8	0.2	-0.1	38.0	4.9	-7.2	-15.4	-0.9
CCOc1ccc(CCNC(=O)COC(=O)CSc2ccc(C)cc2)cc1OCC	-0.5	0.1	-6.2	-8.3	1.4	-1.6	-7.3	-1.1	-0.1	-0.6
Cc1c(C(=O)NCc2cccs2)oc2ccc(S(=O)(=O)N3CCOCC3)cc12	-3.5	-3.1	-11.2	-0.3	2.2	-11.0	-16.6	0.6	3.1	2.1
CC(C)(C)c1cc(-c2csc(Nc3ccccc3)[n+]2Cc2ccc(C(=O)O)cc2)cc(C(C)(C)C)c1O	6.0	10.5	6.5	-2.1	11.0	8.6	0.3	0.8	-10.5	-2.1
Oc1ccccc1CNc1nc2ccccc2n1CCN1CCCCC1	.	-13.9	-6.5	-4.3	-0.7	0.8	-6.5	-1.9	13.9	-7.3
CCOC(=O)c1cc2c(nc1NC(=S)NCc1ccccc1)CCCC2	-1.1	-20.9	-24.4	1.5	1.7	103.4*	6.8	4.5	20.9	-3.3
CSc1nc(S(C)(=O)=O)nc2[nH]c(=O)[nH]c12	-1.4	-1.4	9.7	-6.7	0.6	6.4	-22.2	-0.3	1.4	-5.1
Cn1nc(C(=O)Nc2cccc(S(N)(=O)=O)c2)c2ccccc2c1=O	-3.3	1.7	1.2	-1.4	1.9	2.4	-11.2	0.7	-1.7	0.6
CCN(CC)CC(C(=O)N(CC)CC)P(=O)(c1ccccc1)c1ccccc1 (stereo not drawn)	-1.2	-12.9	-8.1	-10.4	-3.3	11.2	-24.1	-1.7	12.9	-5.0
COc1cccc(/C=C2/SC(=S)N(CCCC(=O)Nc3ccc(O)cc3)C2=O)c1	0.1	14.3	-4.9	-0.4	-0.5	-7.6	-8.6	-2.8	-14.3	-2.2
CC(NC(=O)CN(c1ccc(Br)cc1)S(C)(=O)=O)c1ccccc1 (stereo not drawn)	-0.4	0.3	-4.8	3.6	-1.7	27.4	-0.8	1.4	-0.3	-4.1
COc1cccc2cc(C(=O)NNC(=O)c3ccc(Br)cc3)c(=O)oc12	1.6	4.6	-0.9	-4.0	1.1	32.1	0.8	0.8	-4.6	1.0
CC1(C)CC(=O)C2=C(C1)OC(N)=C(C#N)C2C1CC=CCC1 (stereo not drawn)	-2.7	-12.6	-2.8	5.7	-0.1	7.0	-6.0	2.1	12.6	2.5
Clc1ccc(Cl)c(OCCN2CCOCC2)c1	-0.7	0.4	-0.2	-2.9	0.9	18.2	21.6	0.4	-0.4	3.0
CSc1ccccc1NC(=O)c1ccco1	29.1	19.9	-5.1	-2.8	-0.3	-1.7	-14.2	-0.7	-19.9	-2.0
COc1ccc2nc(N=Nc3ccc(N(C)C)cc3)sc2c1	1.6	27.5	-14.2	-5.7	9.4	-5.9	-19.0	0.6	-27.5	-5.5
CC(=O)c1ccc(N(C(=O)c2ccco2)C(C(=O)NC2CCCC2)c2ccc(N3CCOCC3)cc2)cc1 (stereo not drawn)	.	-1.8	-5.3	4.5	0.6	-4.2	3.2	0.4	1.8	0.8
CC(=O)Oc1ccccc1C1OCCN1C(C)=O (stereo not drawn)	-12.1	-6.5	-11.0	-11.7	-0.3	1.1	-7.5	-0.2	6.5	-4.7
O=C(NCc1ccccc1)C(=O)NCC1OCCN1C(=O)c1cccs1 (stereo not drawn)	2.9	-2.6	-28.1	-9.6	0.4	3.0	3.1	1.9	2.6	2.0
O=c1c2sccc2n(Cc2cc(=O)n3ccccc3n2)c(=O)n1-c1ccccc1	-2.5	-5.1	3.1	-4.5	2.9	-8.1	-3.3	0.1	5.1	-3.4
CNC(=O)c1sc(N2N=C3/C(=C\c4ccccc4)CCCC3C2c2ccccc2)nc1C (stereo not drawn)	-3.1	45.3	0.8	-5.1	-0.2	34.2	1.9	0.1	-45.3	-9.6
Cc1cc(=O)oc2cc(OC(C)C(=O)NCCc3ccc(S(N)(=O)=O)cc3)ccc12 (stereo not drawn)	-4.5	2.5	5.0	5.1	-0.7	0.1	-5.3	-0.5	-2.5	-2.3
CC(=O)c1ccc(OCC(O)CN2CCN(CCO)CC2)cc1 (stereo not drawn)	.	-9.1	-3.6	-5.7	0.3	8.6	-15.9	1.0	9.1	-5.2
O=C(Nc1ccccc1Cl)N1CCN(C/C=C/c2ccccc2)CC1	1.5	-2.9	10.9	-8.3	1.2	-0.1	-22.6	0.5	2.9	-2.1
CCOC(=O)CSc1nc2c(c(=O)n(C)c(=O)n2C)n1CCCc1ccccc1	1.3	-12.7	2.7	4.4	-0.6	-5.6	-15.7	0.8	12.7	0.3
O=C(CNC(=O)N1CC(=O)Nc2ccccc21)NCc1ccccc1Cl	-1.2	2.4	2.8	-2.8	-0.7	24.8	5.0	0.1	-2.4	2.5

# Reprinted from the part before: 3 entries; new compounds follow.
Compound	NSD2 HMT inh	SR-BI DiI inh	Cardiac RTF inh	PKA-R2B activ	DAGLB inh	Arrestin-AP2 inh	PvdQ acylase	C-LANA FP	SR-BI DiI-HDL act	Keap1-Nrf2 PPI
O=C(Nc1ccccc1Cl)N1CCN(C/C=C/c2ccccc2)CC1	1.5	-2.9	10.9	-8.3	1.2	-0.1	-22.6	0.5	2.9	-2.1
CCOC(=O)CSc1nc2c(c(=O)n(C)c(=O)n2C)n1CCCc1ccccc1	1.3	-12.7	2.7	4.4	-0.6	-5.6	-15.7	0.8	12.7	0.3
O=C(CNC(=O)N1CC(=O)Nc2ccccc21)NCc1ccccc1Cl	-1.2	2.4	2.8	-2.8	-0.7	24.8	5.0	0.1	-2.4	2.5
Cc1cccc(C(=O)N(C(=O)c2cccc(C)c2)N(C)C)c1	-2.1	-0.5	8.2	-2.6	-6.5	39.1	-0.4	1.8	0.5	-2.9
Cc1cccc(NC(=O)CCc2c(C)nn(-c3ccc(N4CCOCC4)nn3)c2C)c1	-3.9	61.2	1.4	0.4	0.2	3.7	-8.1	-0.2	-61.2	-1.2
NC(=O)c1ccc(S(=O)(=O)N2CCSCC2)cc1	-0.8	-17.8	-3.2	-5.6	-1.8	-3.0	-18.8	-0.9	17.8	-2.5
CCOC(=O)C1=NN(C(=O)COc2ccccc2)C(O)(c2ccc(Cl)cc2)C1 (stereo not drawn)	3.0	10.9	-11.3	-2.5	-2.9	-4.9	-6.5	0.0	-10.9	-3.5
S=c1[nH]nc(Nc2ccc(Cl)cc2)s1	2.2	18.7	-7.1	-14.5	0.6	8.2	-2.1	1.0	-18.7	-1.8
CCOC(=O)/C=C1\SCC(=O)N1Cc1ccc(Br)cc1	-1.7	2.7	-19.5	-2.7	-5.2	-0.5	-16.0	4.8	-2.7	3.9
O=c1cc(-c2ccccc2Cl)oc2c(NS(=O)(=O)c3ccccc3OC(F)(F)F)ccc(O)c12	.	6.9	-5.1	-7.0	4.3	-3.2	-10.5	-1.6	-6.9	-5.3
Oc1ccccc1CN1CCC(C(O)(c2ccccc2)c2ccccc2)CC1	1.0	-3.7	7.9	-11.6	3.6	-9.4	-10.3	0.3	3.7	-1.3
CCOC(=O)C1=C(C)N=c2s/c(=C\c3ccc(OC(C)=O)cc3)c(=O)n2C1/C=C/c1ccccc1 (stereo not drawn)	-1.1	-8.6	4.4	-3.9	-3.0	-4.4	-8.6	-0.7	8.6	-6.5
CCOP(=O)(OCC)C(NC(=O)/C=C/c1ccc(OC)cc1)c1ccccc1 (stereo not drawn)	0.1	8.1	-0.5	-8.2	0.7	28.7	-2.4	3.3	-8.1	0.8
O=C(Nc1ccc(N2CCOCC2)c(Cl)c1)c1cccnc1Cl	-6.7	-3.4	-22.3	0.5	0.2	-0.7	-15.7	1.5	3.4	-2.9
S=c1[nH]nc(COc2ccccc2)n1/N=C/c1ccc(Br)s1	9.2	-17.7	1.0	-1.8	8.9	-9.6	-2.7	0.7	17.7	3.7
CCn1c(CCNC(=O)c2ccc(C)cc2)n[nH]c1=S	-2.3	-21.0	-0.1	8.2	0.4	-1.2	-12.5	0.0	21.0	-0.2
CCOC(=O)c1sc2nc(C)c([N+](=O)[O-])c(COC)c2c1N	.	37.6	-5.8	-6.8	-10.8	-4.2	-3.3	-0.4	-37.6	-4.2
CCOC(=O)C1CCN(C(=O)COC(=O)c2ccccc2C(=O)c2ccc(Cl)cc2)CC1	1.4	18.5	-5.9	-5.6	2.3	-8.5	-3.1	-0.3	-18.5	0.9
CC12CCCCC1C(C(N)=O)C(=O)O2 (stereo not drawn)	-1.0	-12.2	-1.9	-3.7	-3.2	44.9	-2.0	0.6	12.2	0.1
OC1CCCN(CC(O)c2ccccc2)C1 (stereo not drawn)	-0.6	2.3	-16.7	5.0	1.2	3.5	-14.6	1.3	-2.3	-3.9
Cc1ccc([N+](=O)[O-])c(OCCCN2CCCCCC2)c1	2.7	-45.4	-4.8	-11.8	2.3	.	-2.7	-2.6	45.4	-6.0

# Screening results (PubChem BioAssay)
